Compound activity as filed in PubChem BioAssay.
ERAP1 inh: inhibitors of human ERAP1 aminopeptidase | Q9NZ08 | recombinant ERAP1, Leu-AMC fluorescence, 60 min | inhibition, % at 10.7 µM | 340,000 compounds, 0.15% hits | AID 652197;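 active = mean replicate inhibition of at least 30%, or all replicates individually reaching that 30% level; inactive = mean below 30% and not every replicate reaching it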;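 note: 0% = neutral control wells and 100% = L-leucinethiol positive control wells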
Target sequence (Q9NZ08 whole entry, looked up): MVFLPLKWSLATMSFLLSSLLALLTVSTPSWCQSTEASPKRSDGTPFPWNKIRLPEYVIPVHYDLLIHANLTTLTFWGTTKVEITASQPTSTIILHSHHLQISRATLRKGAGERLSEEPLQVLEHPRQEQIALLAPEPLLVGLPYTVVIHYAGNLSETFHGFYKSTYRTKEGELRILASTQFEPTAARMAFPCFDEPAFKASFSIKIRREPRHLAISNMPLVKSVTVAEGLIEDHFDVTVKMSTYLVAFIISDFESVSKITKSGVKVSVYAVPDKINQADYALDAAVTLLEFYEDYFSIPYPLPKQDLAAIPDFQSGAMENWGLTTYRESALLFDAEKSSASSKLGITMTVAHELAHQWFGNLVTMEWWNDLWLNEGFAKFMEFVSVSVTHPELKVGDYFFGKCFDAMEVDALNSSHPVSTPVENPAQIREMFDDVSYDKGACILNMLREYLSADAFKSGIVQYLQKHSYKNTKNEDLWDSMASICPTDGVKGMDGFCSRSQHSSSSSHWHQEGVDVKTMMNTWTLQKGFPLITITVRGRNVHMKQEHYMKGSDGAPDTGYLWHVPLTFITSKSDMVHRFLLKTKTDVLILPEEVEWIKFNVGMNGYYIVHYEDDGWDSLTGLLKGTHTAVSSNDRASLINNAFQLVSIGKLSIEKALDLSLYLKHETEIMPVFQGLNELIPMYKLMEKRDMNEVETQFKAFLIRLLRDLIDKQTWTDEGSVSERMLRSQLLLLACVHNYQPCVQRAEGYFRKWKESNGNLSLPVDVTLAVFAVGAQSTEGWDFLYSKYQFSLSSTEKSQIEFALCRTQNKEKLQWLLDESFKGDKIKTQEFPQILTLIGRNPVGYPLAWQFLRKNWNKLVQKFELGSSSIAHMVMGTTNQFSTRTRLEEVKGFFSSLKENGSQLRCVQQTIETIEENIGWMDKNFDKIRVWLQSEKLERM
PGC1a acetyl inh: PGC1a acetylation modulation, inhibitor mode; U2OS PGC1a acetylation, AlphaScreen anti-acetyl-lysine; with virally co-expressed GCN5 acetyltransferase; inhibition, % at 15.6 µM; 350,000 compounds, 0.17% hits; AID 651687;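 active = every replicate shows inhibition of at least 40%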;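 note: 0% = neutral control wells and 100% = positive control wells; some results beyond the cut were filed as inactive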
PAX8 reporter: inhibitors of PAX8 transcriptional activity in RMG-I cells; 360,000 compounds, 1.2% hits; inhibition, % at 12.6 µM; RMG-I TPO-luciferase reporter, SteadyGlo, 24 h; AID 652154;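 active = mean replicate inhibition at least 60% with every replicate also reaching 60%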;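 note: luciferase light reporting Pax8 driven TPO promoter activity; plate controls were median of neutral control wells for no effect and mitoxantrone controls for full effect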
LGR2 inh: inhibitors of bursicon-induced Drosophila LGR2 receptor cAMP signaling; 380,000 compounds, 0.35% hits; HEK293 LGR2, CRE-luciferase, bursicon-stimulated, 4 h; inhibition, % at 9.99 µM;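 active = drop in luminescence signal, shown as inhibition above about 50% in the replicate tests, limit read from the data, passing the limit was not always enough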;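 note: agonist challenge used bursicon conditioned medium at about half maximal strength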
EWS-Fli block: EWS/Fli transcriptional activity inhibition | 350,000 compounds, 0.67% hits | AID 651661 | inhibition, % at 12.6 µM | A673 NR0B1-luciferase reporter, viability-normalised;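 active = mean inhibition of at least 50% after viability correction, with every replicate also passing that limit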;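 note: firefly luciferase signal divided by Alamar Blue viability fluorescence both relative to DMSO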
PglD DTNB: blocks C. jejuni PglD acetyltransferase activity | purified PglD enzyme, DTNB colorimetric CoA detection | inhibition, % at 12.5 µM | 360,000 compounds, 0.098% hits | AID 602405; in the data active = inhibition above about 16%, passing the limit was not always enough; note: strong numbers were not always called active
FN deposition inh: fibronectin deposition inhibition; AH1F fibroblasts, Alexa488-fibronectin deposition fluorescence, overnight; inhibition, % at 12.6 µM; 350,000 compounds, 0.086% hits; AID 743247;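 active = mean inhibition across replicates of 30% or more, regardless of how many single replicates reach that level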;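 note: positive control wells lacked labelled fibronectin entirely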
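material = AH1F fibroblast monolayer depositing Alexa488-labelled fibronectin into matrix | amount = 10000 AH1F cells/well | buffer or medium = DMEM plus 2% serum, read in PBS | incubation = 1 h cell adhesion before compound, then overnight fibronectin incubation | detection = fluorescence at 485 nm excitation, 525 nm emission | evaluation = percent inhibition as loss of matrix-bound fibronectin fluorescence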
S100A4 MyoIIA: S100A4-myosin IIA interaction inhibition; P26447; S100A4/TAMRA-MyoIIA peptide fluorescence polarization; 360,000 compounds, 0.14% hits; inhibition, % at 10.7 µM;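 active = mean inhibition of at least 70% across replicates, with every replicate also reaching that level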
Target sequence (P26447 whole entry, looked up): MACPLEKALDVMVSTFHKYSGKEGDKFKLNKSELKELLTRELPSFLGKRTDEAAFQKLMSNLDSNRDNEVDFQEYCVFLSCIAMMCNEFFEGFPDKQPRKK
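Assay system: human S100A4 monomer with TAMRA-labelled myosin IIA peptide / Buffer or medium: Calcium-containing HEPES buffer, pH 7.2 / Reagent: TAMRA-labelled myosin IIA heavy-chain peptide probe, 5 nM / Compound: one dose per compound / Timing: polarization read 5 min after assay mix addition, stable 5–60 min / Benchmarks: neutral control DMSO, positive control TFP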
* hit, by the source's call; . = no result given; & = joins results of further samples. This is a random part of the collection; 2.1% or so of the library scored in one or more.

SMILES | ERAP1 inh | PGC1a acetyl inh | PAX8 reporter | LGR2 inh | EWS-Fli block | PglD DTNB | FN deposition inh | S100A4 MyoIIA
CCN(CC)CCCn1c2c(c(SCC(=O)Nc3ccc(F)c(F)c3)nc1=O)CCC2 | 1 | 7 | -7 | -17 | -1 | -4 | -6 | 0
O=C(NC1CCCCC1)N[C@@H]1CC[C@@H](CCNS(=O)(=O)c2ccc(F)cc2)O[C@H]1CO | 1 | -5 | -1 | 16 | 4 | -2 | . | 3
Cc1cccc(Nc2nn3c(=O)c4ccccc4nc3s2)c1 | . | 17 | -92 | . | . | 2 | -11 | .
COc1cccc(-c2ccc3n(c2=O)C[C@H]2[C@H](CO)[C@@H](C(=O)NCC4CC4)N(C(C)=O)[C@@H]32)c1 | 0 | . | . | -4 | -8 | -2 | . | 6
N#Cc1c(N)nc2c3c(sc(=N)c2c1N)NC(=O)CC3c1ccccc1 (stereo unspecified) | . | 0 | -15 | . | . | -1 | 0 | .
C[C@H](CO)N1C[C@H](C)[C@H](CN(C)Cc2ccc(C(=O)Nc3ccccc3N)cc2)Oc2ccc(NS(=O)(=O)c3cn(C)cn3)cc2C1=O | 1 | -2 | . | 16 | 0 | -2 | . | -24
C[C@H](CO)N1C[C@H](C)[C@H](CN(C)CC2CC2)Oc2ccc(NC(=O)Nc3ccc4c(c3)OCO4)cc2CC1=O | -2 | . | -2 | -11 | 0 | -5 | . | 4
OC[C@@H]1[C@H](c2ccc(Br)cc2)[C@@H]2CN(Cc3ccccn3)CCCCN12 | -1 | -5 | 5 | -21 | -1 | 2 | . | -15
C[C@H](CO)N1C[C@H](C)[C@H](CN(C)C)Oc2ccc(NC(=O)Nc3cccc4ccccc34)cc2C1=O | 0 | 5 | 4 | 2 | 3 | 1 | . | 5
Cc1ccc(CNC(=O)C2CCC(=O)N(Cc3cccc(F)c3)C2)s1 (stereo unspecified) | -1 | -20 | 21 | 0 | -7 | 0 | 1 | 1
Cc1cccc(-c2nnc(SCC(=O)Nc3ncccn3)n2C)c1 | 0 | . | 6 | 16 | 6 | 1 | . | 8
O=C1/C(=C/c2ccc(F)cc2)SC(=S)N1N1CCOCC1 | 3 | 18 | 1 | 9 | -6 | -5 | -2 | 1
CCOc1ccc2nc(SCC(=O)Nc3cc(C)on3)c(C)cc2c1 | 1 | . | 9 | 6 | 0 | -2 | 0 | -1
O=C(N[C@H](Cc1cc(=O)[nH]c2ccccc12)C(=O)O)c1ccc(Cl)cc1 | 1 | -4 | 7 | -7 | 6 | 7 | 12 | 2
Cc1noc(C)c1COC(=O)c1cccc(S(=O)(=O)N2CCOCC2)c1 | 4 | . | -8 | 13 | 1 | -2 | -2 | -1
CCC(=O)Nc1ccc2nc(C)n(CC(=O)Nc3ccccc3)c(=O)c2c1 | -3 | 19 | . | 12 | . | -1 | . | 1
CCN(CC(=O)NCc1ccc(Cl)cc1)C(=O)CCC(=O)c1ccc(F)cc1 | -1 | . | 18 | -5 | -2 | . | -14 | -1
C[C@@H]1CCCCO[C@H](CN(C)CC2CCCCC2)[C@@H](C)CN([C@H](C)CO)C(=O)c2cc(NC(=O)Nc3ccccc3)ccc2O1 | 0 | 7 | 0 | 1 | -3 | 4 | 2 | -3
CC1(C(=O)NS(=O)(=O)c2ccc(F)cc2F)CCN1C(=O)c1ccco1 (stereo unspecified) | -4 | 4 | -4 | 4 | -11 | 3 | . | -3
CCOCCCNC(=O)C1(O)c2cc(Br)ccc2NC(=O)N1c1ccc(OCC)cc1 (stereo unspecified) | 3 | . | 1 | -11 | 10 | -3 | -1 | 1
O=C(Nc1cc(F)ccc1F)N1CCCCN2[C@H](CO)[C@H](c3ccc(-c4ccncc4)cc3)[C@@H]2C1 | -4 | -4 | -20 | -3 | 3 | 1 | . | 9
C=CCSc1nnc(C)n1-c1ccc(Cl)cc1 | -1 | 4 | . | -10 | . | -2 | -4 | -6
CN(C)c1ccc(C2N(C)C(=O)c3ccccc3N2C)cc1 (stereo unspecified) | 1 | -20 | 1 | 3 | 0 | 7 | -4 | 0
O=C(CNC(=O)c1ccc(Br)o1)NNC(=O)COc1ccccc1Cl | 1 | -3 | -9 | 1 | -2 | -1 | 9 | -10
C[C@H](CO)N1C[C@H](C)[C@H](CN(C)Cc2ccccc2)OCc2ccccc2-c2ccccc2C1=O | -3 | -4 | . | 0 | 70* | 1 | 9 | 7

As a short view, some entries already given:
SMILES | ERAP1 inh | PGC1a acetyl inh | PAX8 reporter | LGR2 inh | EWS-Fli block | PglD DTNB | FN deposition inh | S100A4 MyoIIA
O=C(Nc1cc(F)ccc1F)N1CCCCN2[C@H](CO)[C@H](c3ccc(-c4ccncc4)cc3)[C@@H]2C1 | -4 | -4 | -20 | -3 | 3 | 1 | . | 9
C=CCSc1nnc(C)n1-c1ccc(Cl)cc1 | -1 | 4 | . | -10 | . | -2 | -4 | -6
CN(C)c1ccc(C2N(C)C(=O)c3ccccc3N2C)cc1 (stereo unspecified) | 1 | -20 | 1 | 3 | 0 | 7 | -4 | 0
O=C(CNC(=O)c1ccc(Br)o1)NNC(=O)COc1ccccc1Cl | 1 | -3 | -9 | 1 | -2 | -1 | 9 | -10
C[C@H](CO)N1C[C@H](C)[C@H](CN(C)Cc2ccccc2)OCc2ccccc2-c2ccccc2C1=O | -3 | -4 | . | 0 | 70* | 1 | 9 | 7

(listing goes on)
SMILES | ERAP1 inh | PGC1a acetyl inh | PAX8 reporter | LGR2 inh | EWS-Fli block | PglD DTNB | FN deposition inh | S100A4 MyoIIA
COc1ccc(Br)cc1C1CC(=O)N2CN(C)CSC2=C1C#N (stereo unspecified) | 3 | . | . | -29 | -4 | 3 | -19 | -2
Cc1cccc(NCc2nc(SCC(=O)Nc3ccccc3)n[nH]2)c1 | 4 | 14 | 5 | . | -2 | 2 | -5 | -1
CC(C)[C@H](NC(=O)c1ccccc1)C(=O)OCC(=O)N1CCN(C(=O)c2ccco2)CC1 | 2 | 9 | 15 | 14 | 2 | . | -1 | -3
O=C(C[C@@H]1CC[C@H]2[C@@H](COC[C@H](O)CN2C(=O)Cc2ccccc2)O1)NC1Cc2ccccc2C1 | 2 | 6 | 4 | 6 | -13 | 2 | -14 | 1
COc1ccc(NC(=O)Nc2ccc(Br)cn2)cc1OC | -5 | -14 | . | -19 | . | -1 | -15 | -2
O=C(CSc1nc2ccc(F)cc2c(=O)n1-c1ccccc1)Nc1ccc2c(c1)CCC2 | -1 | -25 | 29 | -2 | -15 | 0 | . | -4
O=C(C[C@H]1CC[C@@H](NC(=O)C2CC2)[C@@H](CO)O1)Nc1ccccc1 | 1 | 2 | . | -5 | . | -4 | -13 | -13
CC1(C)Cc2nc3sc(C(=O)NCCO)c(N)c3cc2CO1 | . | -3 | -51 | . | . | -1 | -7 | .
Cc1ccsc1/C=N\Nc1cn[nH]c(=O)c1Cl | 1 | -8 | -42 | -33 | -22 | . | -4 | 0
O=C(C1CCCCC1)N1C[C@@H]2N[C@H](C1)C2c1ccc(-c2cccc(F)c2)cc1 (stereo partly specified) | -3&-6 | -13&-62 | -21&-15 | -24&-15 | 3&39 | . | -1&7 | -2&-2
CCOC(=O)c1ccc(NC(=O)Nc2cc(C)on2)cc1 | . | -4 | . | 21 | . | 0 | -3 | .
O=c1[nH]c(=O)c2ccccc2o1 | -6 | . | -10 | -25 | -3 | . | 8 | 14
O=C(Nc1ccccc1C(=O)N1CCOCC1)C1COc2ccccc2O1 (stereo unspecified) | -1 | 6 | . | 3 | -7 | . | . | 0
C[C@@H]1CCCCO[C@@H](CN(C)C(=O)CCC(F)(F)F)[C@@H](C)CN([C@@H](C)CO)C(=O)c2cc(NC(=O)c3ccccc3)ccc2O1 | -7 | 2 | -11 | -7 | -6 | -3 | -4 | 97*
O=C(NC1CC1)c1ccc2c(c1)S(=O)(=O)c1cc(Cl)ccc1C2=O | . | . | -15 | 7 | 6 | . | 5 | -4
C[C@H]1CN(Cc2ccccc2)C(=O)[C@@H]1CC(=O)Nc1ccccc1 | 10 | -3 | 7 | -3 | -2 | . | 3 | -2
Cc1noc(C)c1S(=O)(=O)N(C)C[C@H]1OCCCC[C@H](C)Oc2ccc(NC(=O)Nc3ccc(C(F)(F)F)cc3)cc2C(=O)N([C@H](C)CO)C[C@@H]1C | -1 | 8 | . | -17 | 4 | 3 | . | 3
CCN(C[C@H]1[C@@H](c2ccccc2)[C@H](CO)N1C(=O)COC)S(C)(=O)=O | 0 | 3 | -11 | 8 | 3 | -2 | -13 | -11
Nc1cc([N+](=O)[O-])ccc1N1C(=O)CCCC1=O | 2 | . | 18 | 0 | -3 | . | 12 | 2
Cc1ccc(-n2c(SCC(=O)N3c4ccccc4Sc4ccccc43)nnc2-c2ccncc2)cc1 | . | 1 | 6 | -28 | . | -3 | -3 | .
C[C@@H]1CCCCO[C@@H](CN(C)C(=O)Nc2cccc3ccccc23)[C@H](C)CN([C@H](C)CO)C(=O)c2cc(NC(=O)CCCN(C)C)ccc2O1 | -6 | -2 | 3 | 13 | 5 | 3 | . | -14
COc1ccccc1-c1nc(=S)c(C(C)=O)c(C)[nH]1 | 3 | 4 | -3 | -3 | 6 | 0 | -13 | 0
CCCS(=O)(=O)N1CCN(C2CCC(C)CC2)CC1 (stereo unspecified) | 4 | -7 | 9 | -3 | 9 | -5 | . | -3
CC[n+]1ccc(C(=O)NCc2ccccc2)cc1 | 1 | . | -6 | 44 | 7 | 0 | . | 0
Cc1ccc(CCNC(=O)C2CC(=O)N(CCc3ccccc3)C2)cc1 (stereo unspecified) | -2 | 11 | 0 | -4 | -1 | -3 | 9 | 4
(continued)
SMILES | ERAP1 inh | PGC1a acetyl inh | PAX8 reporter | LGR2 inh | EWS-Fli block | PglD DTNB | FN deposition inh | S100A4 MyoIIA
O=C(CCC1CCCN(Cc2ccc(O)c(Cl)c2)C1)NCc1ccccc1F (stereo unspecified) | -3 | -5 | -12 | -32 | -1 | . | 4 | -3
O=C1NC(=Nc2ccccc2)S/C1=C/c1cccnc1 | 5 | -1 | -12 | -51 | -6 | -4 | -11 | 6
O=C(Nc1ccccc1)N[C@H]1CC[C@@H](CCn2cc(-c3ccccc3F)nn2)O[C@H]1CO | -1 | -2 | . | -4 | -4 | . | . | 4
CN(CC(=O)Nc1ccc(N2CCOCC2)cc1)Cc1c(O)ccc2ccccc12 | 4 | -7 | 32 | 39 | 0 | -1 | -3 | 1
CCCCCC(O)(CCN1CCCCC1)c1ccccc1 (stereo unspecified) | -2 | 6 | -12 | 3 | 7 | 1 | -7 | -3
O=C(Cc1ccc2c(c1)OCO2)NN=Cc1ccc([N+](=O)[O-])o1 | -4 | -137 | 23 | -14 | 6 | 3 | -8 | 1
COC(=O)C[C@@H]1CC[C@@H]2[C@H](COc3ccc(NC(=O)c4cscn4)cc3C(=O)N2C)O1 | 2 | 1 | 6 | 10 | 43 | -2 | -3 | 9
Cc1ccc(S(=O)(=O)Cn2nnnc2CN2CCN(Cc3ccc4c(c3)OCO4)CC2)cc1 | . | 4 | -2 | . | . | -4 | 3 | .
COc1ccccc1N(Cc1cc(=O)[nH]c2ccccc12)C(=O)C(C)C | 1 | -2 | 17 | 8 | 6 | 6 | 5 | 3
COc1ccc(OC)c(N(CC(=O)N2CCCC2)S(C)(=O)=O)c1 | 3 | -1 | 21 | . | 29 | 4 | -1 | -4
COc1ccc(NC(=O)N(C)C[C@@H]2Oc3ccc(NS(=O)(=O)c4c(C)noc4C)cc3CC(=O)N([C@@H](C)CO)C[C@@H]2C)cc1 | -1 | -6 | . | 7 | -3 | 8 | . | 6
